# High-throughput results as filed in PubChem BioAssay.
# Platelet DG rel – modulates dense granule release in human platelets. human platelet-rich plasma, SFLLRN dense granule ATP release, luminescence. inhibition, %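 (compounds screened at 7.5 µM in platelet-rich plasma)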. 0.22% of 300,000 active;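 active = mean replicate score, as percent of positive control, at or above 50; inconclusive = mean below 50 but at least one replicate at or above 50; inactive = mean and every replicate below 50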
# IEC-6 tox – kills IEC-6 intestinal cells in KLF5 counter-screen; IEC-6 cytotoxicity, luminescence viability; inhibition, % at 5 µM; 0.78% of 290,000 active; AID 1825; in the data active = inhibition above about 22%;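 also: 0% = plate median of test compound wells and 100% = cytotoxic reference compound wells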
# HSF1 activator – increases HSF-1 driven luciferase reporter signal | NIH3T3-HGL HSF-1 luciferase reporter, MG132, 8 h; 100% = twice DMSO control signal | activation, % at 9 µM | 1.7% of 300,000 active | AID 504408;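 active = mean replicate activation of at least 50% with a set share of replicates each reaching 50%; inconclusive = only one of those two conditions met; inactive = mean below 50% and too few replicates reaching it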;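 also: 0% = median of the neutral control wells and 100% = twice that signal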
# DYRK1A inh – Dyrk1A (rat) kinase inhibition. Q63470. inhibition, % at 12.5 µM. 0.43% of 310,000 active. ADP-Glo luminescence, NFATc1 peptide. AID 504441; in the data active = inhibition above about 50%;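 also: plate controls were vehicle with enzyme for no effect and no enzyme for full effect; many of its hits are not listed in these tables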
# GSK3B inh – human GSK3beta kinase inhibition | AID 2097 | P49841 | activity score (negative = inhibition), % at 10 µM | 0.038% of 300,000 active | GST-GSK3beta kinase, ADP-Glo luminescence, 60 min; stronger effect = lower value;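 active = more than half of replicate wells score below -50%, meaning over 50% inhibition versus plate controls; inconclusive = some replicates but at most half score below -50%; inactive = no replicate scores below -50%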;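 also: 0% = median DMSO wells and -100% = median GW8510 positive control wells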
# Target sequence (P49841 whole entry, looked up): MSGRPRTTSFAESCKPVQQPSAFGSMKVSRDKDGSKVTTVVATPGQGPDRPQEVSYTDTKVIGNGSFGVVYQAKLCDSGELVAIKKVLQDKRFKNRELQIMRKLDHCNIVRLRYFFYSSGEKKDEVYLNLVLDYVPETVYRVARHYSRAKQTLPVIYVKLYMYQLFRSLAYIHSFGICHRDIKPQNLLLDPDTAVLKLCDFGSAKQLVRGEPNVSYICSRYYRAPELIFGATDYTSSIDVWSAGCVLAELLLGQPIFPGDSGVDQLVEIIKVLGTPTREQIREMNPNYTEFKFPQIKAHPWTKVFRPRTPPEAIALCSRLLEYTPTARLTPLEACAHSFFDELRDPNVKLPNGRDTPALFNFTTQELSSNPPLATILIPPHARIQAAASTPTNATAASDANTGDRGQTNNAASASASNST
#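 Test system: GST-tagged human GSK3beta kinase, cell-free; evaluation: activity score scaled between in-plate DMSO and GW8510 controls; measured by: ADP-Glo luminescence; incubation: 60 min reaction, RT; benchmarks: DMSO and 20 µM GW8510; reagent: peptide substrate plus 25 µM ATP (final); medium: Tris/MgCl2 kinase buffer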
# KLF5 inh – inhibitors of KLF5 expression; DLD-1 KLF5 promoter-luciferase reporter, luminescence; inhibition, % at 5 µM; 0.23% of 290,000 active; AID 1700;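 active = inhibition above a per-plate limit of that plate's mean compound inhibition plus 3 SD, cut at about 60% in these data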;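 also: 0% = DMSO wells and 100% = LY294002 at 200 µM; higher means less KLF5 promoter-driven luciferase light; inactives centre near -14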
# GSK3 alpha inh – human GSK-3 alpha kinase inhibition; ADP-Glo luminescence, 60 min; inhibition, % at 10 µM; P49840; 0.1% of 320,000 active;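 in the data active = inhibition above about 50%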;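 also: GST-tagged GSK-3 alpha with peptide substrate and 25 µM ATP; 0% = DMSO neutral wells and 100% = GW8510 positive control wells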
# Target sequence (P49840 whole entry, looked up): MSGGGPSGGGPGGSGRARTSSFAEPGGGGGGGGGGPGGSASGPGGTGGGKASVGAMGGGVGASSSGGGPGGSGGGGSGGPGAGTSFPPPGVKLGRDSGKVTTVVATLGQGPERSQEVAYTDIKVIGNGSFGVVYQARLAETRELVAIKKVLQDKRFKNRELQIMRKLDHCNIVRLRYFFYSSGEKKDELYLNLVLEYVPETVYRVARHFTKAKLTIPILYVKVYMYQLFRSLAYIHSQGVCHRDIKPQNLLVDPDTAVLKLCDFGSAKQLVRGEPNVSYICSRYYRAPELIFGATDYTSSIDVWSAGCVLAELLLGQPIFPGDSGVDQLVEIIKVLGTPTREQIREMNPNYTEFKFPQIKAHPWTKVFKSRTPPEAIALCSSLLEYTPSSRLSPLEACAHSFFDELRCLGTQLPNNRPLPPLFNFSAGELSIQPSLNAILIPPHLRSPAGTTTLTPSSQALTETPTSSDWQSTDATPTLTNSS
# HSP90 inh – blocks HSP90-mediated luciferase refolding in reticulocyte lysate. Rabbit reticulocyte lysate, luciferase refolding luminescence, 3 h. inhibition, % at 5.6 µM. 0.91% of 290,000 active;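 active = inhibition above the screen-wide mean plus 3 SD, computed separately per campaign, cut at about 16% in these data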;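 also: 0% = DMSO wells and 100% = 60 µM geldanamycin wells; inhibitors lower the luminescence because luciferase stays unfolded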
# aSyn 5UTR inh – 5' untranslated region of α-synuclein, MLPCN primary screen; alpha-synuclein 5'UTR reporter, inhibitor activity; inhibition, % (tested at 7.5 µM); 0.82% of 300,000 active; AID 1813; in the data active = inhibition above about 60%; inconclusive = no clear call, values can overlap the other calls;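 also: H4 neuroglioblastoma cells stably carrying SNCA 5'UTR luciferase fusion; 0% = DMSO wells and 100% = positive control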
# HSF1 inh – HSF1 inhibition; 0.77% of 300,000 active; NIH3T3-HGL HSE-luciferase, MG132-induced, luminescence 8 h; stronger effect = lower value; activity change, negative = inhibition, % at 7.5 µM (by protocol); AID 2098;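 active = more than half of replicate wells show activity change below -50%, luminescence cut by over half; inconclusive = some wells, but at most half, below -50%; inactive = no replicate well below -50%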;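 also: luciferase reports HSF-1 transcriptional activity via heat shock element; 0% = median of DMSO wells and -100% = zero luminescence signal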
# An asterisk follows results filed as active; ? = inconclusive; nt = not tested or not shown.
SMILES,Platelet DG rel,IEC-6 tox,HSF1 activator,DYRK1A inh,GSK3B inh,KLF5 inh,GSK3 alpha inh,HSP90 inh,aSyn 5UTR inh,HSF1 inh
CCC(CC)NC(=O)c1ccc2c(c1)OCCO2,-9,-4,8,2,0,-32,0,-1,-21,-2
Cc1ccc(CCNC(=O)C2CCN(C(=O)c3sccc3-n3cccc3)CC2)cc1,-1,-1,2,3,2,-21,2,1,18,6
O=C(Oc1cccc(-n2cnnn2)c1)c1ccccc1Cl,18,3,43,-4,-1,-10,0,4,3,19
Cc1ccc(C(=O)NCc2nnc3c(C(F)(F)F)cc(Cl)cn23)o1,1,0,6,1,4,-6,-1,-1,2,1
CC(OC(=O)/C=C/c1ccccc1Cl)C(=O)NC1CCCCC1C (stereo unspecified),0,nt,-5,5,2,nt,6,nt,-35,3
O=C(O)CN1C(=O)SC(Nc2ccc(Cl)cc2)C1=O (stereo unspecified),-3,3,-5,2,1,7,-3,6,-22,-7
Cc1cccc(C)c1NC(=S)Nc1c(C)n(C)n(-c2ccccc2)c1=O,-4,-4,-4,-4,-7,-31,1,3,8,-6
CNC[C@@H](CC1CCCCC1)NC[C@H](CC(C)C)NCCc1cccc(C(F)(F)F)c1,0,-6,15,4,-13,10,7,-1,122*,0
Cc1cc(C(=O)N/N=C/c2ccc3c(c2)OCO3)c(C)o1,12,11,14,0,1,-36,0,2,-105,1
O=C(c1cccc2ccccc12)N1CCN(c2ccc([N+](=O)[O-])c(NCc3ccco3)c2)CC1,0,2,-12,-5,-1,-15,0,0,31,-5
CC(=O)NC1(c2ccccc2)CCN(C(=O)N2CCOCC2)CC1,nt,-3,-1,16,1,-30,0,0,-1,-13
CCc1cc2c(nc1CC)CCN(CC/C(C)=N/OC[C@H]1O[C@H](c3ccccc3)C=C[C@@H]1Oc1ccc(OC)cc1)C2,2,0,6,nt,-3,20,nt,1,-5,9
COc1cccc(/C=C/C(=O)NNC(=O)c2ccncc2)c1,-10,nt,-2,21,3,nt,1,nt,1,-3
CCCCN(CCCC)S(=O)(=O)c1ccc(C(=O)Nc2nnc(COC)o2)cc1,nt,0,-27,-2,-2,-19,1,-4,62*,-21
O=C(NCCCn1ccnc1)c1ccc(Cl)c(S(=O)(=O)N2CCOCC2)c1,9,4,-1,-5,0,-6,1,3,23,-1
CCCCCC(=O)Nc1cccc(C2=NOC3(C2)C[C@@H](C(N)=O)N(C(=O)c2ccc(Cl)cc2)C3)c1 (stereo partly specified),-1,nt,12,2,3,nt,-1,nt,7,-4
CCn1c(C)c(C)c2cc(C(=O)NCCCN3CCOCC3)ccc21,-2,-8,-7,-11,2,-13,0,4,4,3
COC(=O)c1scc(C)c1NC(=O)c1ccc(Cl)cc1,-1,12,-3,5,4,-43,-1,-5,1,-6
CCOc1ccccc1N(CC(=O)N1CCOCC1)S(=O)(=O)c1ccccc1,-3,0,9,-7,2,-11,0,1,-3,-3
COC(=O)c1ccsc1NC(=O)CN1CCN(c2ncccn2)CC1,-8,-10,2,-1,1,6,-1,0,9,-8
COc1cc(CCC(=O)Nc2cc(Cl)ccc2N2CCN(C)CC2)cc(OC)c1OC,5,-6,-2,1,0,-31,-3,2,-2,-1
Cn1ncc2c1ncn1nc(CCc3ccccc3)nc21,-1,-6,1,31,-1,-114,0,-3,-50,-8
COc1cc(OC)c(-c2sc(Nc3ccccc3)n[n+]2-c2ccc(F)cc2)cc1OC,-1,0,-7,8,1,-4,-2,-2,-21,-6
CCNc1nc(N2CCCCC2)nc(-n2nnc(C(=O)OCC)c2C)n1,5,-4,-1,nt,5,-18,-3,-2,6,-2
COc1cc(C(=O)Nc2nncs2)cc(OC)c1OC,4,0,-60,-3,-2,-12,-2,-1,26,-48
Cc1oc(C)c2c(=O)ccc3c(c12)OC(N)=C(C#N)C3c1ccccc1 (stereo unspecified),14,-2,-13,3,-1,-23,3,-3,0,-3
Cc1csc(NC(=O)C2CCCN(S(=O)(=O)c3ccc(Br)s3)C2)n1 (stereo unspecified),0,-3,-1,2,-1,12,3,0,-7,-4
CCOC(=O)c1c(C)nc2c(C#N)cnn2c1C,-8,-2,-10,5,-1,-7,0,-1,9,-9
Cc1ccc(S(=O)(=O)N(CC#N)CC#N)cc1,0,3,-5,-2,3,4,-5,2,-14,-1
COc1ccc(C(=O)NC2CCCCCC2)cc1S(=O)(=O)N1CCCC1,-3,-1,-3,nt,0,-10,nt,5,26,-1
COc1ccccc1NS(=O)(=O)c1ccc(OC)c(OC)c1,-5,-1,-7,10,3,-14,0,-1,11,-3
CCOc1ccccc1NC(=O)NCCCCc1ccccc1,22,10,-4,0,-1,-21,-2,4,19,-2
c1ccc(CNc2ncnc3sccc23)cc1,7,-2,7,nt,1,-24,1,0,22,-11
CCN(CC)CCOC(=O)c1ccc(N/C=C(/C#N)c2nc(-c3cccc(OC)c3)cs2)cc1,4,-7,3,nt,-3,-9,0,1,24,-10
CCCNC(=O)NC(=O)COC(=O)c1ccc(OC)c(S(=O)(=O)N2CCCc3ccccc32)c1,-3,0,-16,-6,-3,20,0,2,17,0
c1ccc2nc(-c3nc4ccccc4[nH]3)ccc2c1,83*,10,41,-9,0,-64,1,26*,74*,8
O=C(Nc1nonc1NC(=O)C1CCCCC1)C1CCCCC1,0,-4,-25,4,2,-15,-1,2,34,-13
CCOC(=O)c1ccc(NC(=O)Cn2cnc3cc(C)c(C)cc32)cc1,9,-4,-11,6,2,-16,-2,0,20,2
CCOc1ccccc1N(C(=O)c1snc(C(N)=O)c1N)C(C(=O)NC1CCCC1)c1ccco1 (stereo unspecified),-5,0,10,-2,1,26,0,0,25,1
COc1ccc(C(=O)N/N=C(\C)CC(=O)Nc2ccc3c(c2)OCCO3)c(OC)c1,16,-1,7,5,2,6,-3,-5,-7,7
CN(CCC#N)C(=S)Nc1ccc(S(=O)(=O)N2CCOCC2)cc1,1,-3,7,0,4,-48,0,0,-4,-3
Cc1cc(C)n(-c2ccc(C(=O)N3CCC(CO)(Cc4ccccc4)CC3)cc2)n1,0,3,8,-4,1,-4,-2,2,-27,2
CCOc1ccccc1/C=C(\C#N)C1=CCCC1,-3,-7,11,1,0,-22,-1,-3,13,-8
COc1ccc(CCN(C)Cc2cccc3ccccc23)cc1OC,-1,-2,-11,-4,-1,-36,0,-3,8,-16
COc1ccc(/C=C/C(=O)NCc2ccccn2)cc1,1,-8,-2,-4,0,-26,0,-2,-18,1
Nc1c(-c2cccs2)cnc2c(-c3ccc(F)cc3)cnn12,-4,6,?,0,0,-128,2,10,-165,15
O=C(CN1CCCC1)Nc1ccccc1C(=O)c1ccccc1,-4,-5,-8,-18,-1,2,0,-2,1,-9
COCCNC(=O)c1onc(CCl)c1C(=O)OC,0,1,-8,5,0,-6,-4,-1,-24,-3
Cc1ccc(S(=O)(=O)c2cc3ccccc3oc2=Nc2ccc3c(c2)OCO3)cc1,4,2,-6,5,-1,1,0,3,-4,6
COc1ccc(OC)c(-n2c(=S)[nH]c3cc(C(=O)NCCCN4CCCC4=O)ccc3c2=O)c1,-4,-3,-15,nt,0,-11,-4,2,-7,-3
CNC(=O)C12CCC(C)(c3nc4cc(C)c(C)cc4nc31)C2(C)C (stereo unspecified),7,5,12,1,nt,-9,-1,-3,14,-2
O=C(N/N=C/C=C/c1ccccc1[N+](=O)[O-])c1cc(-c2cccnc2)nc2ccccc12,12,5,21,-2,1,-3,nt,-2,-48,6
O=C(c1ccc(=O)n(Cc2ccc(Cl)c(Cl)c2)c1)N1CCOCC1,-12,-7,11,-8,-1,-4,-1,-3,14,-1
O=C(O)c1cnc(-c2ccccc2)nc1Sc1ccc(Cl)cc1,3,3,20,7,5,-38,1,1,14,8
CCOC(=O)c1ccc(P(=O)(c2ccccc2)c2ccccc2)cc1,5,-4,-4,-2,1,-13,-2,0,-20,-2
CCC1=C(OC(=O)N(CC)CC)N2C(=O)OC(=NCCc3c[nH]c4ccccc34)[C@]2(Cc2ccccc2)[C@H]2C1=CC[C@H]1C(=O)NC(=O)[C@H]12,-4,nt,0,-2,-18,nt,-1,nt,9,-5
CCC(C(=O)N1CCOCC1)n1nc(C)c2c(C)n(-c3ccccc3)nc2c1=O (stereo unspecified),22,8,0,-3,0,-11,-1,-2,-13,2
CCOc1cc(C(F)(F)F)cnc1/C(N)=N/O,11,-1,15,1,1,-1,-5,-1,-3,-3
O=C(C1CC(=O)N(c2ccc(Cl)cc2)C1)N1CCN(Cc2ccc3c(c2)OCO3)CC1 (stereo unspecified),-1,-7,4,-1,1,-25,0,-2,14,1
CCc1cccc(NC(=O)c2ccc(Br)o2)c1,2,7,26,3,0,-61,-1,2,-116,10
# (next part)
SMILES,Platelet DG rel,IEC-6 tox,HSF1 activator,DYRK1A inh,GSK3B inh,KLF5 inh,GSK3 alpha inh,HSP90 inh,aSyn 5UTR inh,HSF1 inh
COC(=O)Cc1nnc(Nc2cccc(C)c2)c2ccccc12,20,2,-16,0,-1,3,-3,4,14,-13
COc1ccc2c(c1)N(C(=O)CN1C(=O)C3CCCCC3C1=O)C(C)(C)C=C2C (stereo unspecified),-4,6,-38,3,5,-23,0,0,9,-15
COc1ccc(-c2nn(C)c(=O)c3ccccc23)cc1NC(=O)Cn1nc(C)c2ccccc2c1=O,2,8,-1,19,1,11,0,3,40,-2
CN1CCN(S(=O)(=O)c2ccc(NC(=S)NC(=O)C3CCC3)cc2)CC1,-15,0,15,-5,4,8,4,-4,20,-6
NS(=O)(=O)c1ccc(Nc2nc(-c3ccc(O)cc3O)cs2)cc1,11,6,17,68*,-28,-14,61*,7,7,-6
CCOc1ccccc1NC(=O)N1CCCC(c2nc(-c3ccc(C)o3)no2)C1 (stereo unspecified),-9,0,4,3,2,-24,-1,-1,-57,3
CC(=O)Nc1ccc(/C(C)=N/Nc2nc(Nc3cccc4ccccc34)nc(N3CCOCC3)n2)cc1,-1,13,-30,-5,3,-31,2,-1,-28,-24
CCOC(=O)Nc1ccc(S(=O)(=O)N2CCOCC2)cc1,2,2,-1,0,2,-2,-1,3,9,-6
Cc1ccccc1SCC(=O)OCC(=O)Nc1ccc(N(C)C)cc1,0,9,-22,nt,4,-12,-2,1,-12,-18
Cn1cccc1CC(=O)N/N=C/C(Cl)=C/c1ccccc1,7,4,-9,-3,-1,0,-1,1,-58,-3
CC(NC(=O)CCCCCN1C(=O)c2ccccc2C1=O)c1ccc2c(c1)CCCC2 (stereo unspecified),0,-5,33,-4,0,-10,-1,-1,19,15
CCOC(=O)c1ccc(Nc2ncccc2[N+](=O)[O-])cc1,5,0,19,3,-1,-64,-2,0,-218,26

# A portion of the library (hit frequency here may not be typical).
